# Growth percent in the NCI-60 one-dose screen (48 h, 10 µM unless noted): 100 = growth as untreated, 0 = no growth, -100 = all killed.
# UACC-62: UACC-62 melanoma | 5.4% of 81,000 active | AID 1794756; active means growth percent below 10
# * hit, by the source's call; & = joins results of further samples; [ ] = another dose, or the depositor's remark. These rows are one share of the data; rates above refer to the full screens.
SMILES,UACC-62
CC(C)=CCCC(C)(OC1OC(CO)C(O)C(O)C1O)C1CCC2(C)C1C(O)CC1C3(C)CCC(O)C(C)(C)C3C(OC3OC(CO)C(O)C(O)C3OC3OC(C)C(O)C(O)C3O)CC12C (stereo unspecified) (tested in a mixture with another compound),21&63[75 µM]

# Screens: PubChem BioAssay, NCI
